# Screens: PubChem BioAssay, The Scripps Research Institute Molecular Screening Center
# M1 ag parental – M1 agonist counterscreen hit in parental CHO-K1 cells. Fluo-8 calcium fluorescence; scaled to maximal ATP response, vehicle zero. activation, % at 3 µM. 0.48% of 360,000 active. AID 602248; in the data active means activation above about 15%;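 further: untransfected CHO-K1 host cells lacking M1 receptor as counterscreen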
# CHRM1 agonist – agonists of human M1 muscarinic receptor | CHO-K1 hM1, Fluo-8 calcium fluorescence, agonist mode; 0% DMSO, 100% acetylcholine EC100 | activation, % at 3 µM | 0.33% of 360,000 active | AID 588814;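 active means activation above the run's mean compound activation plus 3 SD, cut at about 16% in these data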;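 further: peak over basal fluorescence ratio within a 140 s kinetic read after compound addition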
# CHO parental Ca – counter-screen for OX1R antagonists: effect in parental CHO cells; parental CHO-K1, ATP-induced calcium, Fluo-8 fluorescence; inhibition, % at 5.6 µM; 0.63% of 330,000 active; AID 463079;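 active means inhibition above that plate's mean sample inhibition plus 3 SD, cut at about 26% in these data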;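 further: 0% = ATP-challenged DMSO wells and 100% = DMSO wells without ATP; some compounds past the cut are filed as inactive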
#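 Assay system – parental CHO cells · Reagent – ATP stimulus · Detection – intracellular calcium via Fluo-8 no-wash fluorescent dye · Evaluation – percent inhibition of ATP-evoked calcium rise, normalized to controls · Controls – ATP wells versus no-ATP DMSO wells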
# CHO-K1 Ca PAM – nonselective activator or artifact in parental CHO-K1 calcium assay; ATP EC20, Fluo-8 calcium fluorescence; 0% at ATP EC20, 100% at ATP max; activation, % at 3 µM; 0.02% of 360,000 active;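 active means activation above the run cutoff, the mean activation of all test compounds plus 3 SD, cut at about 40% in these data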;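 further: peak over basal fluorescence ratio in a 140 s read after ATP addition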
# TAAR1 agonist – agonists of human TAAR1 | Q96RJ0 | 0.99% of 360,000 active | activation, % at 3 µM | AID 624467 | CHO RD-HGA16 TAAR1, Fluo-8 calcium fluorescence; vehicle wells 0%, saturating PEA agonist 100%;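 active means activation above the mean activation of all test compounds in the run plus 3 SD, cut at about 38% in these data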
# Target sequence (Q96RJ0 whole entry, looked up): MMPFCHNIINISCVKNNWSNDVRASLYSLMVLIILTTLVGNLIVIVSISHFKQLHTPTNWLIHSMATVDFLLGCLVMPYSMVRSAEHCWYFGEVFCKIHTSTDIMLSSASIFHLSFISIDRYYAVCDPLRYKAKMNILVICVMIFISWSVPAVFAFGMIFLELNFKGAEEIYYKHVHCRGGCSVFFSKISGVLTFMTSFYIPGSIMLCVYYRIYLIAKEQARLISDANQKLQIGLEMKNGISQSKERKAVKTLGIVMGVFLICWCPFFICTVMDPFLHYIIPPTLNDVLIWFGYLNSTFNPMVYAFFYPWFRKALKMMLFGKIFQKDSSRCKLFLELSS
#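 System: CHO RD-HGA16 cells carrying human TAAR1 plus Gα16; Incubation: 17-24 h seeding, 75 min 37 °C dye, 30 min RT; Measured by: Fluo-8 fluorescence, 5 s baseline then 140 s kinetic read; Control set: DMSO and PEA EC100; Replication: single well for each compound.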
# TAAR1 antagonist – antagonists of human TAAR1; inhibition, % at 3 µM; 1.5% of 360,000 active; Q96RJ0; CHO RD-HGA16 TAAR1, Fluo-8 calcium fluorescence, antagonist;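 active means inhibition above a per-plate cutoff, the mean inhibition of test compounds on that plate plus 3 SD, cut at about 49% in these data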;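 further: 0% = DMSO plus EC80 beta-PEA response and 100% = DMSO alone without agonist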
#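 Test system – hTAAR1-expressing CHO RD-HGA16 cells, Gα16-coupled · Reagent – β-PEA at EC80 concentration, post-compound challenge · Compound dosing – 3 µM, single point · Timing – 140 s kinetic read after compound, 140 s after agonist · Detection – Fluo-8 intracellular calcium dye fluorescence, real-time kinetic reads · Control set – DMSO and EC80 PEA controls · Repeats – n of 1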
# OXTR potentiate – human OXTR potentiation. 0.061% of 320,000 active. AID 2445. activation, % at 3 µM. P30559. CHO-OTR cells, Fluo-8 calcium fluorescence, potentiator mode; 0% = oxytocin EC15, 100% = EC100;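 active means activation above that plate's cutoff, the mean activation of tested compounds plus 3 SD, cut at about 6.6% in these data, passing the limit was not always enough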;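 further: 100% uses oxytocin at 75 nM as the full agonist control; some results filed as inactive read as strong as hits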
# Target sequence (P30559 whole entry, looked up): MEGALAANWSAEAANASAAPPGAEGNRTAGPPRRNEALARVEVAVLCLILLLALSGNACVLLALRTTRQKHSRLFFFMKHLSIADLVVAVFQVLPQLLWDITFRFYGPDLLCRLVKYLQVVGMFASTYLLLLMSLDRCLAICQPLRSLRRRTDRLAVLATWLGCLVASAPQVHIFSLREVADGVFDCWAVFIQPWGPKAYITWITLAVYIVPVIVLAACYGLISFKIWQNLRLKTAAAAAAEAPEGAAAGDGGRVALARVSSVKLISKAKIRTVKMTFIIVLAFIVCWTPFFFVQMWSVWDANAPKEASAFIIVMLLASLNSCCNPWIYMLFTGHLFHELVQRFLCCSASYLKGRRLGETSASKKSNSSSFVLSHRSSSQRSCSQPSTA
#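 Measured by – Fluo-8 calcium dye fluorescence · Test system – human OTR in CHO cells · Dosing – one concentration, 3.0 µM compound · Controls – EC15 oxytocin alone as 0%, 75 nM oxytocin as 100% · Evaluation – normalized max/min fluorescence ratio, % activation · Timing – 6 min pre-incubation, 100 s read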
# M1 antag – blocks human M1 muscarinic receptor; P11229; CHO-K1 hM1, Fluo-8 calcium fluorescence, ACh EC80 antagonist; inhibition, % at 3 µM; 1.3% of 360,000 active;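 active means percent inhibition above its own plate's cutoff, namely the mean of that plate's compound wells plus 3 SD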;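 further: peak over basal fluorescence ratio during 140 s after agonist addition; 0% = ACh EC80 plus DMSO and 100% = DMSO alone without agonist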
# CHO-K1 Ca antag – counter-screen for M1 antagonists: effect in parental CHO-K1 cells. ATP-induced calcium, Fluo-8 fluorescence. inhibition, % at 3 µM. 0.6% of 360,000 active. AID 602250;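 active means inhibition above a per-plate cutoff, the plate's mean sample inhibition plus 3 SD, cut at about 24% in these data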;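 further: 0% = DMSO plus EC80 ATP and 100% = DMSO alone without ATP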
# * = called active by the depositor; . = no result given.
SMILES,M1 ag parental,CHRM1 agonist,CHO parental Ca,CHO-K1 Ca PAM,TAAR1 agonist,TAAR1 antagonist,OXTR potentiate,M1 antag,CHO-K1 Ca antag
CCCOc1ccc(N2C(=O)CC(N(Cc3ccccc3)N=O)C2=O)cc1 (configuration not stated),0.6,-7,-24,19,5,-43,-2,-19,-14
N#CCCN(Cc1ccccc1)C(=O)Nc1ccc2c(c1)CCO2,0.8,-3,3,10,2,-15,2,-15,-9
COc1cc(NCc2ccccc2O)c2ncccc2c1,3.5,-4,.,0,1,4,.,-4,-9
S=C(Nc1ccc(Cl)c(Cl)c1)N1CCN(c2ccccn2)CC1,-0.3,0,15,-6,4,-10,-15,-1,6
O=C(CCCn1cncn1)N1CCCC(N2CCN(c3ccccc3F)CC2)C1 (configuration not stated),1.0,-7,0,14,2,-14,0,-8,-8
Cc1nnc(SCC(=O)Nc2cc(C(N)=O)cc(C(N)=O)c2)n1-c1ccccc1,-0.4,-2,2,16,2,-8,-2,-20,-1
Cc1nc(-c2ccccc2)cn2c1nc1ccccc12,1.4,-7,-15,18,7,13,0,-3,-6
CC(=O)Nc1ccc(S(=O)(=O)NNC(=O)c2ccc([N+](=O)[O-])cc2)cc1,0.5,-1,-9,8,-1,-6,-12,-15,0
CS(=O)(=O)NCCNc1ccc(Cl)cc1[N+](=O)[O-],5.8,-5,-4,11,2,-1,-5,23*,-1
CC(C)(C)OC(=O)N1CCC(C(=O)Nc2cccc(C(=O)NCc3ccccc3)c2)CC1,6.5,1,.,18,8,32,.,-5,-12
CCOC(=O)C(NC(C)=O)(Nc1ccc(S(=O)(=O)Nc2cc(C)nc(C)n2)cc1)C(F)(F)F (configuration not stated),0.1,-2,5,10,0,18,1,1,-15
COc1ccccc1C(=O)NCC(=O)OCc1nnc(-c2ccccc2)o1,1.0,0,.,-3,1,-15,.,-5,4
COc1ccc(-n2c(N3CCN(C)CC3)nc3sc4c(c3c2=O)CCCCC4)cc1,-0.1,-6,-15,8,15,-13,-2,4,-11
Cc1ccc(C(=O)NCCc2nnc3ccc(SCC(=O)Nc4nnc(C)s4)nn23)cc1,0.1,-2,.,11,0,-5,.,-19,-5
Cc1c(C(=O)N2CCCCC2)c(S(=O)(=O)N2CCC(C)CC2)c(C)n1C,0.0,-4,-11,3,13,-8,1,-6,-12
Cc1cc2nccc(-c3ccccn3)n2n1,0.5,-4,-10,7,2,-20,-5,2,-4
COCCNC(=O)C(c1cccs1)N(Cc1cccs1)C(=O)Cn1nnc2ccccc21 (configuration not stated),0.2,-2,-26,-1,14,6,-11,-10,1
CCNC(=S)NNc1nncc2ccccc12,0.3,-4,-7,-3,7,-13,-3,9,-6
O=C(Cc1ccc(F)cc1)Nc1ccccc1N1CCCC1,-0.2,-4,-28,-26,-1,-13,1,1,2
CC(C)CC1c2[nH]c3ccccc3c2CCN1C(=O)c1cnccn1 (configuration not stated),.,.,-28,.,6,3,-9,.,.
CC1(C(=O)NS(=O)(=O)c2ccc(Cl)cc2)CCN1C(=O)Cc1cccc2ccccc12 (configuration not stated),0.2,-2,.,23,0,-14,.,-12,-9
COc1cccc(CN(C)C(=O)c2ccc3c(=O)n4c(nc3c2)CCC4)c1,0.7,-3,-17,4,2,-15,-9,-4,-11
C/C=C(/C)C(=O)O[C@@H]1c2c(ccc3ccc(=O)oc23)O[C@@H]1C(C)(C)OC(=O)/C(C)=C\C,-0.7,-5,29,16,6,59*,-11,-1,-23
O=C(Oc1ccccc1)N1CCCC1,-0.3,-3,-9,5,-1,5,1,-6,9
O=C(O)/C=C/C(=O)Nc1ccc(N2CCOCC2)nc1N1CCOCC1,1.5,1,-6,16,3,-8,-8,3,-12

# A second format for part of the listing above.
CCCOc1ccc(N2C(=O)CC(N(Cc3ccccc3)N=O)C2=O)cc1 (configuration not stated)
- M1 ag parental: 0.6
- CHRM1 agonist: -7
- CHO parental Ca: -24
- CHO-K1 Ca PAM: 19
- TAAR1 agonist: 5
- TAAR1 antagonist: -43
- OXTR potentiate: -2
- M1 antag: -19
- CHO-K1 Ca antag: -14
N#CCCN(Cc1ccccc1)C(=O)Nc1ccc2c(c1)CCO2
- M1 ag parental: 0.8
- CHRM1 agonist: -3
- CHO parental Ca: 3
- CHO-K1 Ca PAM: 10
- TAAR1 agonist: 2
- TAAR1 antagonist: -15
- OXTR potentiate: 2
- M1 antag: -15
- CHO-K1 Ca antag: -9
COc1cc(NCc2ccccc2O)c2ncccc2c1
- M1 ag parental: 3.5
- CHRM1 agonist: -4
- CHO parental Ca: .
- CHO-K1 Ca PAM: 0
- TAAR1 agonist: 1
- TAAR1 antagonist: 4
- OXTR potentiate: .
- M1 antag: -4
- CHO-K1 Ca antag: -9
S=C(Nc1ccc(Cl)c(Cl)c1)N1CCN(c2ccccn2)CC1
- M1 ag parental: -0.3
- CHRM1 agonist: 0
- CHO parental Ca: 15
- CHO-K1 Ca PAM: -6
- TAAR1 agonist: 4
- TAAR1 antagonist: -10
- OXTR potentiate: -15
- M1 antag: -1
- CHO-K1 Ca antag: 6

# Looked up one by one from above, 3 records:
SMILES,M1 ag parental,CHRM1 agonist,CHO parental Ca,CHO-K1 Ca PAM,TAAR1 agonist,TAAR1 antagonist,OXTR potentiate,M1 antag,CHO-K1 Ca antag
N#CCCN(Cc1ccccc1)C(=O)Nc1ccc2c(c1)CCO2,0.8,-3,3,10,2,-15,2,-15,-9
C/C=C(/C)C(=O)O[C@@H]1c2c(ccc3ccc(=O)oc23)O[C@@H]1C(C)(C)OC(=O)/C(C)=C\C,-0.7,-5,29,16,6,59*,-11,-1,-23
COCCNC(=O)C(c1cccs1)N(Cc1cccs1)C(=O)Cn1nnc2ccccc21 (configuration not stated),0.2,-2,-26,-1,14,6,-11,-10,1

# The list continues:
SMILES,M1 ag parental,CHRM1 agonist,CHO parental Ca,CHO-K1 Ca PAM,TAAR1 agonist,TAAR1 antagonist,OXTR potentiate,M1 antag,CHO-K1 Ca antag
COc1ccc(CCNC(=O)COC(=O)c2cc3ccccc3oc2=O)cc1OC,1.5,-3,-5,16,17,-14,-6,1,-9
Cc1nc(-c2ccc(Cl)cc2)sc1C1(C)CC(c2ccncc2)=NO1 (configuration not stated),0.8,-6,-14,5,5,6,-10,-3,-13
COc1ccc(Cl)cc1NC(=O)CSc1nc(=O)n(CCN(C)C)c2c1CCCC2,3.0,-6,-33,11,3,9,-12,-21,4
CCCc1c(OCCCCc2nn[nH]n2)ccc(C(C)=O)c1O,0.4,1,-7,10,0,-2,-3,-28,1
Cc1cc(C(=O)CCC(=O)Nc2cccc(F)c2)c(C)s1,0.2,-4,.,3,-3,-3,.,-8,-5
C=CCNC(=S)NC(CC(=O)OC)c1ccc2c(c1)OCO2 (configuration not stated),1.9,-4,-10,2,1,1,-7,-10,-17
COC(=O)C1=C(Nc2ccc(OC)cc2)C=C(C)C(C(=O)OC)C1c1ccc(C)cc1 (configuration not stated),1.7,-2,-28,2,11,12,-4,4,9
CNC(=S)N1C2CCCC1CC(NC(=O)c1ccc(F)cc1)C2 (configuration not stated),0.5,-7,-2,-3,1,-16,-2,-3,1
COC(=O)c1ccc(NC(=O)c2ccc3nsnc3c2)cc1,1.4,0,-3,1,22,-8,-7,-9,3
Cc1cccc(N2CCN(C(=O)NCc3ccc(F)cc3)CC2)c1C,2.5,-3,-18,-14,1,7,-12,12,2
CCN(CC)CCCN(Cc1cc2cc3c(cc2[nH]c1=O)OCO3)C(=S)NC,0.1,-5,-3,9,3,-5,-5,-1,-3
O=C1OCCC1N1C(=O)c2ccccc2S1(=O)=O (configuration not stated),0.2,-2,-6,20,18,11,-9,-10,-9
CN(Cc1ccccc1)c1ccc(C(CC(N)=O)NC(=O)c2ccccc2)cc1[N+](=O)[O-] (configuration not stated),-0.5,-2,9,-15,10,5,-12,-2,16
O=C(CCl)Nc1cccc(S(=O)(=O)N2CCCCCC2)c1,2.5,-6,-6,25,1,-4,-3,-9,-14
CCC1=C(OC(=O)N(CC)CC)N2C(=O)OC(=NCC(=O)OC)[C@]2(Cc2ccccc2)[C@H]2C1=CC[C@H]1C(=O)N(c3ccccc3)C(=O)[C@H]12,2.7,1,-8,13,0,22,-15,8,-17
COc1cccc(-c2nnc3sc(-c4ccco4)nn23)c1,0.1,-3,-6,0,5,-14,-1,1,7
Cn1nnnc1SCC(=O)Nc1ccccc1-c1ccccc1,0.2,0,-11,13,6,-9,-8,-12,7
O=C(Nc1ccc(/C=C/c2nc3ccccc3o2)cc1)c1c(F)cccc1F,5.3,-2,-20,19,9,53*,-7,13,-9
CCn1c(=O)c2ccccc2n2c(SCC(=O)NCc3cccs3)nnc12,0.2,-2,0,6,4,5,-1,-16,-19
CCc1cccc(NC(=O)CCNS(=O)(=O)c2ccc3[nH]c(=O)oc3c2)c1,0.2,-4,-2,2,6,-13,1,3,-7
O=C1NC(=O)c2cc(NC(=O)C3COc4ccccc4O3)ccc21 (configuration not stated),2.2,2,8,5,8,9,-9,-3,6
Cc1cc(SCC(=O)OCC(=O)c2c(N)n(C)c(=O)n(C)c2=O)c(C)cc1Br,2.1,-7,-1,-6,-1,-21,-27,15,-15
O=C(COc1ccc(S(=O)(=O)N2CCOCC2)cc1Cl)NCc1ccco1,2.4,-2,-17,4,3,3,-10,-5,-13
Cc1ccc(S(=O)(=O)N(C)C)cc1NC(=O)C(C)OC(=O)c1ccc2c(=O)n3c(nc2c1)CCC3 (configuration not stated),0.7,-4,.,24,0,15,.,2,0
Cc1cc(C)n(CC(O)CN2C(=O)NC(C)(C)C2=O)n1 (configuration not stated),0.1,-1,-4,12,0,12,-11,-7,1
CCCCC1C(C#N)=C(C)NC2=C1C(=O)CC(C)(C)C2 (configuration not stated),1.8,-1,-10,6,13,3,-4,-14,-2
CC(C)NC(=O)C1(C)Cc2c(-c3ccc(C(N)=O)cc3)ccnc2O1 (configuration not stated),0.1,-1,.,10,1,-4,.,-7,-4

# An excerpt of these results, with two lines to a compound:
# Second line of a record: M1 ag parental, CHRM1 agonist, CHO parental Ca, CHO-K1 Ca PAM, TAAR1 agonist, TAAR1 antagonist, OXTR potentiate, M1 antag, CHO-K1 Ca antag
- CCc1cccc(NC(=O)CCNS(=O)(=O)c2ccc3[nH]c(=O)oc3c2)c1
 : 0.2, -4, -2, 2, 6, -13, 1, 3, -7
- O=C1NC(=O)c2cc(NC(=O)C3COc4ccccc4O3)ccc21 (configuration not stated)
 : 2.2, 2, 8, 5, 8, 9, -9, -3, 6

# Outcome played no part in choosing rows; 4.2% or so of the library scored in one or more.
